# High-throughput results: PubChem BioAssay, The Scripps Research Institute Molecular Screening Center
# OXTR potentiator – human OXTR potentiation | P30559 | CHO-OTR cells, Fluo-8 calcium fluorescence, potentiator mode; 0% = oxytocin EC15, 100% = EC100 | activation, % at 3 µM | 320,000 tested, 0.061% active | AID 2445;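 active = activation above that plate's cutoff, the mean activation of tested compounds plus 3 SD, cut at about 6.6% in these data, passing the limit was not always enough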;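 note: 100% uses oxytocin at 75 nM as the full agonist control; some results filed as inactive read as strong as hits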
# Target sequence (P30559 whole entry, looked up): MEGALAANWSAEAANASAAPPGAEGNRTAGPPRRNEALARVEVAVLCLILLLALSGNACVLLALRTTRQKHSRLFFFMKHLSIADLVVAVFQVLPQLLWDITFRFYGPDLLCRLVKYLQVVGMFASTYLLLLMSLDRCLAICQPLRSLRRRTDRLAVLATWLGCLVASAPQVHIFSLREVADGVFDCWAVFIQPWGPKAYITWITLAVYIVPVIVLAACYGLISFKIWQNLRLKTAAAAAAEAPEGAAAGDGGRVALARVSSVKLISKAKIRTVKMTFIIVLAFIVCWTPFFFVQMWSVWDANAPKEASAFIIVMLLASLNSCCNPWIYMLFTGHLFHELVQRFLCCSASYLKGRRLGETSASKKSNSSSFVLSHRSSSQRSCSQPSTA
#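 test system = CHO-OTR cells, human receptor | compound = single-point 3.0 µM | schedule = 6 min compound pre-incubation at room temperature, 100 s kinetic read | signal = Fluo-8 no-wash calcium dye fluorescence, excitation 470-495 nm, emission 515-575 nm | repeats = single well per compound, singlicate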
# M1 ag – agonists of human M1 muscarinic receptor; AID 588814; CHO-K1 hM1, Fluo-8 calcium fluorescence, agonist mode; 0% DMSO, 100% acetylcholine EC100; 360,000 tested, 0.33% active; activation, % at 3 µM; P11229;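 active = activation above the run's mean compound activation plus 3 SD, cut at about 16% in these data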;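 note: peak over basal fluorescence ratio within a 140 s kinetic read after compound addition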
# OXTR ag – activates the human oxytocin receptor; CHO-OTR cells, Fluo-8 calcium fluorescence; normalized: DMSO 0%, oxytocin 100%; activation, % at 3 µM; P30559; 320,000 tested, 0.32% active; AID 2435;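 active = activation above the mean of all tested compounds plus 3 SD, cutoff set per screening run, cut at about 20% in these data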;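 note: peak over basal fluorescence ratio from a 100 s FLIPR kinetic read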
# CHRM1 PAM – potentiates human M1 receptor response to acetylcholine | P11229 | 360,000 tested, 0.088% active | CHO-K1 hM1, Fluo-8 calcium fluorescence, ACh EC20; 0% = ACh EC20, 100% = maximal ACh | activation, % at 3 µM; in the data active = activation above about 19%, passing the limit was not always enough
# CHO parental Ca – counter-screen for OX1R antagonists: effect in parental CHO cells | parental CHO-K1, ATP-induced calcium, Fluo-8 fluorescence | inhibition, % at 5.6 µM | 330,000 tested, 0.63% active;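 active = inhibition above that plate's mean sample inhibition plus 3 SD, cut at about 26% in these data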;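 note: 0% = ATP-challenged DMSO wells and 100% = DMSO wells without ATP; some compounds past the cut are filed as inactive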
#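 Assay system: parental CHO cells; Read-out basis: percent inhibition of ATP-evoked calcium rise, normalized to controls; Benchmarks: ATP and no-ATP DMSO wells; Compound dosing: single nominal dose of 5.6 µM per compound; Signal: Fluo-8 calcium dye fluorescence; Also added: ATP as calcium-mobilizing challenge; Repeats: singlicate.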
# TAAR1 antag – antagonists of human TAAR1 | 360,000 tested, 1.5% active | Q96RJ0 | CHO RD-HGA16 TAAR1, Fluo-8 calcium fluorescence, antagonist | inhibition, % at 3 µM;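 active = inhibition above a per-plate cutoff, the mean inhibition of test compounds on that plate plus 3 SD, cut at about 49% in these data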;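 note: 0% = DMSO plus EC80 beta-PEA response and 100% = DMSO alone without agonist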
#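 Test system: CHO RD-HGA16 cells bearing hTAAR1 | Reagent: β-PEA, EC80 | Compound dosing: 3 µM, single point | Schedule: Dye loading 75 min at 37 °C, then 30 min room temperature | Signal: Calcium fluorescence with Fluo-8 | Evaluation: Percent inhibition of PEA-evoked calcium signal, max/basal emission ratio | Control set: DMSO-only wells and EC80 β-PEA-stimulated wells | Repeats: Singlicate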
# TAAR1 agonist – agonists of human TAAR1; Q96RJ0; CHO RD-HGA16 TAAR1, Fluo-8 calcium fluorescence; vehicle wells 0%, saturating PEA agonist 100%; activation, % at 3 µM; 360,000 tested, 0.99% active;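 active = activation above the mean activation of all test compounds in the run plus 3 SD, cut at about 38% in these data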
#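 Repeats: no replicates (n 1) | Material: CHO-derived RD-HGA16 cells with stable Gα16 and human TAAR1 | Technique: Kinetic Fluo-8 calcium fluorescence | Schedule: 17-24 h seeding, 75 min 37 °C dye, 30 min RT | Evaluation: % activation from peak over basal fluorescence ratio, DMSO-to-PEA scaled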
# V1R ag counter – counter-screen for oxytocin receptor agonists: human V1a receptor agonists | P37288 | CHO-V1R cells, Fluo-8 calcium fluorescence, agonist mode; 0% DMSO, 100% 3 nM vasopressin | activation, % at 3 µM | 320,000 tested, 0.25% active;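 active = activation above the mean activation of all tested compounds plus 3 SD, per screening run, cut at about 20% in these data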;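 note: signal is peak over basal fluorescence ratio across a 100 second FLIPR read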
# Target sequence (P37288 whole entry, looked up): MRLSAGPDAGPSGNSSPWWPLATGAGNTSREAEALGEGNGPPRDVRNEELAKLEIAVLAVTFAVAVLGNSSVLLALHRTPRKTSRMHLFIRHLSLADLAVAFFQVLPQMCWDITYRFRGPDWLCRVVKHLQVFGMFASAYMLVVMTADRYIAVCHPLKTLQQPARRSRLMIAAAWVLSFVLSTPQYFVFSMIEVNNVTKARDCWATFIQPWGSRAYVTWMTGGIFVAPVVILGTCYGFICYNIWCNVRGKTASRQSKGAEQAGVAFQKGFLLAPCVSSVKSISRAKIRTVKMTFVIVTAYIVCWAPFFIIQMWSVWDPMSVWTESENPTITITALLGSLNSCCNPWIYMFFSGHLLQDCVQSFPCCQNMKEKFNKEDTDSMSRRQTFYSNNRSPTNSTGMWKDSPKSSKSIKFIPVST
# M1 antag – blocks human M1 muscarinic receptor. P11229. CHO-K1 hM1, Fluo-8 calcium fluorescence, ACh EC80 antagonist. inhibition, % at 3 µM. 360,000 tested, 1.3% active;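 active = percent inhibition above its own plate's cutoff, namely the mean of that plate's compound wells plus 3 SD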;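 note: peak over basal fluorescence ratio during 140 s after agonist addition; 0% = ACh EC80 plus DMSO and 100% = DMSO alone without agonist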
# * hit, by the source's call; nt = not tested or not shown.
Molecule	M1 antag	CHRM1 PAM	V1R ag counter	CHO parental Ca	M1 ag	OXTR potentiator	TAAR1 agonist	TAAR1 antag	OXTR ag
COc1ccc(OC)c(NC(=O)CNC(=O)Cn2cnc3ccccc3c2=O)c1	-2	5	0.9	-6	-3	-14	8	8	-1.4
COc1ccccc1N/C(=N/S(=O)(=O)c1ccc(Cl)cc1)c1ccccc1	-10	9	-1.3	-20	-7	-8	4	10	-1.4
Cc1ccccc1OCC(=O)O/N=C(\N)Cc1cccs1	4	-5	-1.2	-15	-7	-7	10	13	-2.1
CCn1cc(C2=NOC(C(=O)Nc3cc(OC)c(Cl)cc3OC)C2)c(C)n1 (configuration not stated)	2	4	1.0	-8	-4	-1	10	14	0.2
CCN(C(=O)Cc1c(C(=O)O)[nH]c2ccccc12)c1cc(OC)ccc1OC	0	3	-0.9	-7	-5	0	11	9	-0.3
CC(C)(C)NC(=O)C[C@H]1C[C@H](C(=O)N2CCOCC2)[C@@]2(CCC3CCCC3)c3[nH]c4cc(-c5ccco5)ccc4c3CCN2C1=O	8	22	nt	-11	10	nt	nt	nt	nt
COc1ccc(CNC(=O)Cn2cc(C(F)(F)F)ccc2=O)cc1	-5	7	0.9	-3	-7	-2	1	-26	-0.1
CCOC(=O)c1sc2c(c1C)c(=O)n(Cc1ccccc1)c(=O)n2CCN(C)C	-7	4	0.8	-15	-5	-9	16	-15	-0.6
CCN(CC)C(=O)c1scc2c1OCCO2	0	-2	0.2	-2	-2	-17	7	-7	-0.6
Cc1ccc(C(C(=O)NC2CCCC2)N(C(=O)CCC(=O)Nc2cc(C)on2)c2ccccc2)cc1 (configuration not stated)	-13	7	0.2	-11	-4	-12	1	4	-0.9
Cc1ccc(C(=O)NC2CCN(S(=O)(=O)c3ccccc3F)CC2)cc1	-18	12	3.8	-13	-2	-2	-1	-16	0.7
CCOC(=O)c1c(C)[nH]c(C)c1C(=O)COC(=O)COc1ccc(Cl)c(C)c1	-2	1	nt	nt	-4	nt	0	25	nt
C/C(=N\NC(=S)NC(C)C)c1ccccc1OC(F)F	-10	5	-0.4	-13	-7	0	6	-15	0.3
Cc1noc(C)c1C(=O)OCC(=O)c1c[nH]c2ccccc12	-7	5	-0.1	12	-5	0	4	9	0.2
CC1CCCN(C(=O)COC(=O)c2ccc(=O)n(Cc3ccccc3)n2)C1 (configuration not stated)	-13	11	0.5	-5	0	-11	1	7	-0.4
COc1ccc(C(C)(O)c2nc(-c3cccc(C(=O)O)c3)cs2)cc1 (configuration not stated)	-27	20	nt	nt	3	nt	1	0	nt
Cc1ccc(N(Cc2ccc(C(=O)NCC3CCCO3)cc2)S(C)(=O)=O)cc1C (configuration not stated)	1	7	1.1	-18	5	-4	3	14	1.4
O=C(Nc1ccc2ccccc2n1)c1ccccc1	-8	4	2.6	-7	-4	-17	2	3	-0.9
Cc1ccn2c(=O)nc(SCC(=O)NCc3ccco3)nc2c1	-7	2	0.8	-6	-4	-14	2	-19	1.5
NC(=O)CSc1nnc(COc2ccccc2)n1Cc1ccco1	-8	9	0.1	-13	-3	-19	3	13	-0.4
C=CCN1C(=O)/C(=C\c2ccc(Oc3nc(N4CCOCC4)nc(N4CCOCC4)n3)c(OC)c2)SC1=S	-6	7	1.9	-17	-6	1	1	-26	0.5
NC(=O)CC(NC(=O)Cc1ccc(Br)cc1)c1ccc(NC2CCC2)c([N+](=O)[O-])c1 (configuration not stated)	-4	10	-0.8	-19	-2	-2	-1	-6	-1.1
O=C1/C(=C/c2cccs2)Cc2ccccc21	-7	6	-1.2	-18	-11	5	-2	-9	-1.7
CC(NC(=O)c1cc(F)c(F)cc1Cl)C1CC2CCC1C2 (configuration not stated)	-2	4	-1.9	-13	-7	0	-6	-9	-2.8
CC(C)(CNC(=O)c1cccc(S(=O)(=O)NCc2ccccc2)c1)N1CCOCC1	-12	1	-0.6	-12	-2	-5	2	-3	0.3
O=C(c1ccccc1F)N1CCN(S(=O)(=O)c2ccc3c(c2)OCCO3)CC1	-15	6	0.5	-14	2	-6	1	-22	0.1
COc1ccccc1NC(=O)CN1CCN(c2ccccc2F)CC1	-5	4	-0.9	-26	-1	-8	10	10	-1.3
Cc1cc(NC(=O)C(C)SCC(=O)Nc2cc(C(F)(F)F)ccc2N2CCOCC2)no1 (configuration not stated)	-1	6	-0.6	-15	-2	-4	8	-15	-0.8
CC(=O)c1c(N)nc2n(c1=O)CCCCC2	-5	-4	-0.2	4	-6	-12	0	4	0.0
CCOc1ccccc1C(=O)N[C@H](C(=O)NNC(=O)c1cccs1)C(C)C	4	3	0.7	-18	-3	1	19	-10	-0.1
O=C(Nc1ccc(C(=O)NN2C(=O)c3ccccc3C2=O)cc1)c1ccccc1	8	-1	-0.3	6	-3	-10	32	25	0.8
CC1(C)CC2(CCO1)OC(=O)CC2C(=O)Nc1ccc(Br)cc1 (configuration not stated)	0	0	-0.8	-9	-2	0	0	-3	-0.5
COc1cccc(C2/C(=C(\O)c3ccc4c(c3)OCCO4)C(=O)C(=O)N2CCCn2ccnc2)c1 (configuration not stated)	3	-1	0.2	-5	-1	-4	0	2	0.4
Cc1ccc(S(=O)(=O)N2CCN(C(=O)CSc3nc(N)cc(=O)[nH]3)CC2)c(C)c1	-11	5	0.1	-2	-13	-3	12	11	0.6
CCN(CC)CCN(C(=O)c1ccc2c(c1)OCCO2)c1nc2c(Cl)cccc2s1	5	-3	2.3	-10	-6	2	3	-28	1.5
Cc1cccc(COCC(CC(C)C)N2CCN(C(=O)c3ccc(C(F)(F)F)cc3)CCC2=O)c1 (configuration not stated)	-12	-2	-0.4	-22	-5	-10	2	-4	-1.5
COc1ccc(CCNC(=O)CSc2nnc(CNC(=O)c3ccccc3F)o2)cc1OC	2	2	-0.4	0	-3	-13	4	13	-0.6
CN(NC1OC(=O)c2ccccc21)c1ccccc1[N+](=O)[O-] (configuration not stated)	16	-5	1.1	3	-3	-6	2	3	-0.3
COc1ccc(NC(=O)Cn2c(=O)n(-c3ccccc3)c(=O)c3oc4ccccc4c32)c(OC)c1	5	-4	0.1	-20	-4	2	12	42	-0.5
CC1CCN(S(=O)(=O)c2ccc3c(c2)N(CC(=O)NCc2cccnc2)C(=O)CS3)CC1	1	-3	-0.6	-26	-11	-7	-1	10	-1.5
CCn1nc(NC(=O)COC)c2cc3cccc(C)c3nc21	-16	19	-1.2	-18	-4	-8	8	-40	-1.7
COc1ccc(N2CCN(C(=O)COC(=O)c3nc(Cl)ccc3Cl)CC2)cc1	-3	0	nt	nt	-1	nt	2	6	nt
CN(C(=O)c1cccc(NC(=O)Cc2cccc(NC(=O)C3CCN(C(=O)C4CCC4)CC3)c2)c1)C1CCC1	-4	4	nt	nt	-2	nt	4	-22	nt
COc1ccc(/C=N/Nc2ccc([N+](=O)[O-])cc2)cc1Cn1cc([N+](=O)[O-])cn1	-10	-2	0.0	-10	-5	-13	10	55*	-0.4
COc1ccc(N(CC(=O)N2c3ccccc3CC2C)S(=O)(=O)c2c(C)nn(C)c2C)cc1 (configuration not stated)	28*	-10	0.5	-15	-7	-9	3	5	-1.0
O=C(CC1C(=O)NCCN1Cc1ccccc1C(F)(F)F)NCCn1cccn1 (configuration not stated)	-12	11	0.0	-7	-5	2	2	1	-0.1
O=C1CSC(=Nc2cccc(C(=O)O)c2)N1	-11	9	-0.2	6	-2	-3	1	-21	0.5
Cc1ccc(Cc2nnc3n(-c4ccccc4)nc(C(=O)c4ccccc4)n3c2=O)cc1	0	3	-0.7	-27	-5	-5	8	4	-1.0
CCCCN(C)C1CCN(C(=S)Nc2ccc(OCC)cc2)CC1	30	-14	0.0	-9	-5	-4	0	-22	0.1
CN(CC(=O)Nc1ccccc1Cl)C(=O)C1CCN(C(=O)c2ccc(F)cc2)CC1	-8	11	1.1	-7	-1	-5	-1	-5	-0.5
CC(C)CC(NC(=O)OC(C)(C)C)C(=O)NC(C(=O)N1CCCC1C(N)=O)C(C)C (configuration not stated)	-2	7	1.5	-3	-2	1	8	6	1.4
CCOc1ccc(C2=Nn3c(nnc3-c3cccnc3)SC2)cc1	0	0	-1.9	-17	-6	-7	2	0	-2.3
CN(C)S(=O)(=O)c1ccc(C(=O)Nc2cc3c(cc2C(=O)O)OCCCO3)cc1	-6	13	-0.1	5	-2	-6	5	-5	-0.2
COCc1nn2c(N)c(C#N)cnc2c1-c1ccccc1	-26	7	-0.7	-18	-5	-11	9	-1	-0.5
[O-]/[N+](=C/c1ccco1)c1ccccc1	-5	6	0.0	3	0	-2	6	-13	1.0
COc1ccc(NC(=O)c2ccccc2NC(=O)NC2CCCCC2)cc1	-3	3	-0.3	-17	-6	0	7	2	-1.0

# The results go on.
Molecule	M1 antag	CHRM1 PAM	V1R ag counter	CHO parental Ca	M1 ag	OXTR potentiator	TAAR1 agonist	TAAR1 antag	OXTR ag
O=C(Nc1cccnc1)c1ccc2c(c1)OCO2	-3	5	2.0	1	-2	3	6	14	0.4
CC(C)CNc1ncnc2[nH]ncc12	-9	2	nt	nt	0	nt	2	-20	nt
COC(=O)c1sccc1OCc1cccc(OC)c1	-5	10	-0.5	-8	-13	3	1	-2	-2.3
Cc1onc(-c2ccccc2)c1C(=O)NC(C)CCc1ccccc1 (configuration not stated)	-10	12	0.2	-8	-3	-4	1	7	-1.5
Cc1cccnc1NC(=S)NCCc1ccccc1	4	-3	-0.8	-9	-5	-11	7	-22	-1.9
CCC(Sc1nc2sc(C(=O)OC)c(C)c2c(=O)n1N)C(=O)N(CC)CC (configuration not stated)	-3	3	0.3	-7	-5	7	4	-2	-0.3
COc1ccc(NC(=O)CN(C)CCOc2ccc(Cl)cc2)cc1OC	-9	10	4.3	-17	-2	-16	1	-7	-0.3

# 2 entries picked at random from those above:
Molecule	M1 antag	CHRM1 PAM	V1R ag counter	CHO parental Ca	M1 ag	OXTR potentiator	TAAR1 agonist	TAAR1 antag	OXTR ag
CCC(Sc1nc2sc(C(=O)OC)c(C)c2c(=O)n1N)C(=O)N(CC)CC (configuration not stated)	-3	3	0.3	-7	-5	7	4	-2	-0.3
O=C(Nc1cccnc1)c1ccc2c(c1)OCO2	-3	5	2.0	1	-2	3	6	14	0.4
